Epigenetic mod – epigenetic modulators derepressing GFP locus in mouse cells; mouse C127i GFP locus derepression, cytometry, 30 h; Potency, µM (titrated, usually from 46.1 µM), for the others: at the highest dose GFP derepression (activation); 0.09% of 68,000 active; AID 597; note: % of control where 0% means no effect
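Read-out is the number of GFP-positive cells, scored as fluorescent objects 20 to 120 um wide, reflecting derepression of a silenced CMV-GFP reporter in murine C127i cells after 30 h compound exposure at 37 C.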
Pol III holo inh – inhibitors of bacterial DNA polymerase III holoenzyme; 0.25% of 71,000 active; Potency, µM (top dose mostly 57.1 µM), for the others: at the top dose activity change, negative = inhibition; reconstituted DNA polymerase III holoenzyme replication, biochemical; note: potency is the fitted concentration of half-maximal effect; % is set by controls: 0 for no effect and ±100 for the full control effect
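Reconstituted *E. coli* holoenzyme (0.35 nM Pol III, 1 nM beta, 154 nM SSB, 2 nM primase) was preincubated with compound for 15 min at RT. Synthesis on 1.4 nM ssM13Gori ran 35 min, then was stopped with PicoGreen/EDTA and read as dsDNA fluorescence.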
UbGFP stabilizer – inhibits proteasome, raising ubiquitin-GFP reporter fluorescence; Ubiquitin-GFP reporter cells, proteasome inhibition, GFP fluorescence; response scale: untreated = 0%, 10 µM MG-132 = 100%; Potency, µM (titrated, usually from 45.9 µM), for the others: top-dose activation (GFP accumulation), actives largely listed as activators; 67,000 tested, under 10 active; active = well fitted activation curve with a large enough effect, not every such curve was filed as active; inconclusive = small, poorly fitted or top-dose-only effect, or another doubt; inactive = no such curve, though single readings can be large or run the other way; note: potency is the fitted concentration of half-maximal effect
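U2OS Ub(G76V)-GFP reporter; O/N plating, 0.5% FBS; cpd 46 uM–2.9 nM, 4 h, 37 °C; GFP+ cell count, 488/515 nm; norm. to basal vs 10 uM MG-132; CRC fit.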
HADH2 inh – HADH2 (human) dehydrogenase inhibition | Q99714 | recombinant HADH2, NADH fluorescence, beta-hydroxybutyryl-CoA | Potency, µM (series often up to 57.1 µM), without a hit: at the top dose activity change, negative = inhibition, usual class: inhibitors | 3.4% of 73,000 active; note: potency is the fitted concentration of half-maximal effect; % is set by controls: 0 for no effect and ±100 for the full control effect; nearly all actives have a fitted effect of over 60% in size; many of its hits are not listed in these tables
Target sequence (Q99714 whole entry, looked up, one chain of several): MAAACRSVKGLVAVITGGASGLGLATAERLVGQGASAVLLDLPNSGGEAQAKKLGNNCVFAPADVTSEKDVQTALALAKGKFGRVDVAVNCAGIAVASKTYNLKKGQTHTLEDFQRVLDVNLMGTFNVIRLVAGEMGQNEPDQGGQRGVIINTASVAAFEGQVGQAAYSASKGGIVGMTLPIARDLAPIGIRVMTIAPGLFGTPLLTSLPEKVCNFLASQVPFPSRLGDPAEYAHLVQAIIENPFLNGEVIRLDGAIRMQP
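NADH fluorescence (ex 360/em 450 nm) read every 30 s for 4 min; activity taken as last-minus-first time point difference. Enzyme 20 nM, NAD+ 1 mM, beta-hydroxybutyryl-CoA 90 uM, pH 9.0 Tris buffer.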
Fluorescein fluor – compound autofluorescence in fluorescein spectral region; AID 593; 0.91% of 59,000 active; max fluorescein-equivalent concentration, M; Compound autofluorescence, 480/540 nm, fluorescein-equivalent; stronger effect = higher value; in the data active = max fluorescein-equivalent concentration above about 10 nM; inconclusive = between about 1.1 nM and that limit
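Read-out is intrinsic compound fluorescence at 480/540 nm (excitation/emission), expressed as dye-equivalent concentration using a fluorescein standard series run on every plate. Compounds sat 15 min at room temperature in 100 mM Tris, pH 8.0.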
4-MU autofl – 4-MU region autofluorescence; compound autofluorescence, 340/450 nm, 4-MU equivalents; stronger effect = higher value; 11% of 59,000 active; max dye-equivalent concentration, M; AID 589; in the data active = max dye-equivalent concentration above about 10 nM; inconclusive = mostly about 1.1 nM to 9.6 nM
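Compounds in 100 mM Tris, pH 8.0, incubated 15 min at room temperature, then fluorescence read at 340 nm excitation/450 nm emission. Signal converted to 4-MU dye-equivalent concentration using an on-plate six-point 4-MU standard curve.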
TexasRed autofl – compounds fluorescent in Texas Red spectral region; Compound fluorescence, Texas Red channel, 547/618 nm; stronger effect = higher value; max dye-equivalent concentration, M; 0.06% of 59,000 active; AID 587; in the data active = max dye-equivalent concentration above about 10 nM; inconclusive = between about 1.1 nM and that limit
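Texas Red-region profiling: compounds in 100 mM Tris pH 8.0 were read at 547/618 nm after 15 min at room temperature. Intensities were normalized against a six-point Texas Red standard series to give dye-equivalent concentration.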
ALOX15 inhib – 15-hLO (ALOX15) enzyme inhibition | P16050 | purified 15hLO-1, xylenol orange hydroperoxide absorbance | Potency, µM (series often up to 57.1 µM), without a hit: at the top dose activity change, negative = inhibition, usual class: inhibitors | 1.4% of 74,000 active; note: potency is the fitted concentration of half-maximal effect; % is set by controls: 0 for no effect and ±100 for the full control effect; nearly all actives have a fitted effect of over 55% in size
Target sequence (P16050 whole entry, looked up): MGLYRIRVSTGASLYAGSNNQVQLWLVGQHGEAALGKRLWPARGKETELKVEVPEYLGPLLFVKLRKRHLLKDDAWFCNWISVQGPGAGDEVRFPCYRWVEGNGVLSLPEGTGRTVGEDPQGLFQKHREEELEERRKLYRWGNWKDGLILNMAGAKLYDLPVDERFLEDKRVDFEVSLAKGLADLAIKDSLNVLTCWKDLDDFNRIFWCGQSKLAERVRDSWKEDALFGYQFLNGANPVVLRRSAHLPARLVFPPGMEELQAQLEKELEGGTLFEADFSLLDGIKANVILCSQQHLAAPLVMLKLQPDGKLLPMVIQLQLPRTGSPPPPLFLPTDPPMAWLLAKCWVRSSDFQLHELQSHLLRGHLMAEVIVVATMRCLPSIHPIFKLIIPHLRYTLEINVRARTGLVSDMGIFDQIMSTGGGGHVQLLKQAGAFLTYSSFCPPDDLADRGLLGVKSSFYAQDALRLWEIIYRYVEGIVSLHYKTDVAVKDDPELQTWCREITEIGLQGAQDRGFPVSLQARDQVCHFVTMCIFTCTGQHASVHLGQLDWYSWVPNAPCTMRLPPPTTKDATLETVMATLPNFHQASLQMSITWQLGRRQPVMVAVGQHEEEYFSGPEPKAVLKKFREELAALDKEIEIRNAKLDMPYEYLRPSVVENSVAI
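Purified human 15hLO-1 (40 nM final) in 25 mM Hepes pH 7.5, 0.01% Triton X-100 was preincubated with compound 15 min at room temperature, then reacted 6 min with 50 uM arachidonic acid; hydroperoxide detected by Fe-XO, 573/405 nm absorbance ratio.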
Hsp90 Hop PPI – changes Hsp90-Hop TPR2A binding signal, up or down. AlphaScreen TPR2A-His6 binding biotin-Hsp90 C-terminal peptide. Potency, µM (highest dose often 57 µM), without a hit: at the top dose activity change, negative = inhibition. 0.44% of 71,000 active. AID 595; active = well fitted curve in either direction with a large enough effect; inconclusive = small, poorly fitted or top-dose-only effect, or another doubt; note: potency is the fitted concentration of half-maximal effect; % is set by controls: 0 for no effect and ±100 for the full control effect; many of its hits are not listed in these tables
Rhodamine autofl – rhodamine region autofluorescence; AID 594; max dye-equivalent concentration, M; Rhodamine-region fluorescence, 547/598 nm, Tris buffer; stronger effect = higher value; 0.05% of 59,000 active; in the data active = max dye-equivalent concentration above about 11 nM; inconclusive = between about 1.1 nM and that limit
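qHTS spectral profiling of compounds without any target or enzyme present, in pH 8.0 Tris buffer; plates were read after a 15-minute room-temperature incubation using the rhodamine-region filter set.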
HBB splice mod – alters splicing of the hemoglobin beta chain; Potency, µM (titrated, usually from 46.1 µM), inactives show at the highest dose activation, usual class: activators; 0.06% of 65,000 active; HBB splicing reporter cell assay, activation; EGFP reporter with mutant IVS2-654 intron; response scale: normalised to 500 nM splice-correcting PNA; note: potency is the fitted concentration of half-maximal effect; 0% is about no effect
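Compounds were applied for 2 days to HeLa EGFP-654 cells, 500/well in Optimem with 2% FCS. The reporter's EGFP is disrupted by mis-splicing of beta-globin intron IVS2-654. Readout: summed well GFP fluorescence from 488 nm laser scanning; reference was 500 nM antisense […] 654 PNA.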
Active calls of the source: *; i = inactive; ? = inconclusive; . = no result given; [ ] = dose if it differs, or a comment. Unless noted, calls come from the whole dose curve; as a rule, active = well fitted curve in the direction sought with a large enough effect; inconclusive = small, poorly fitted or top-dose-only effect, or another doubt; inactive = no such curve, though single readings can be large; an effect the other way counts as inactive or inconclusive. Not all compounds are listed; rates above refer to the full screens.

SMILES	Epigenetic mod	Pol III holo inh	UbGFP stabilizer	HADH2 inh	Fluorescein fluor	4-MU autofl	TexasRed autofl	ALOX15 inhib	Hsp90 Hop PPI	Rhodamine autofl	HBB splice mod
CCCCCCCCCC(=O)O[C@H](CC(=O)O)C[N+](C)(C)C	-1%	-2%	-1%	-7%	.	.	.	-9%[25.6 µM]	-8%	.	.
CCCn1c(=O)c2[nH]c(-c3ccc(OCC(=O)Nc4ccc(C(C)=O)cc4)cc3)nc2n(CCC)c1=O	0%	-4%	3%	-6%	.	.	.	0%[25.6 µM]	0%	.	.
C=CCn1c(SCC(=O)Nc2ccc3c(c2)OCCO3)nnc1-c1ccco1	6%	-1%	4%	9%	i	i	i	1%	-1%	i	-2.9%[57.5 µM]
COc1cc(-c2nnc(-c3cccs3)o2)cc(OC)c1OC	4%	-5%	-2%	0%	i	?	i	8%	-3%	i	0.3%[57.5 µM]
COc1cc2c(cc1OC)CN(C(=O)c1cc(S(=O)(=O)N3CCOCC3)ccc1Cl)CC2	3%	-2%	-3%	-3%	i	i	i	-5%	-1%	i	-1.3%
COc1ncc2nc(-c3ccccc3)c(=O)n(Cc3cccs3)c2n1	2%[9.22 µM]	-3%	4%	?	i	i	i	-23%	0%	i	0.5%
CCOCC(=O)Nc1nc2ccc(C)cc2s1	2%	-7%	2%	7%	i	i	i	-10%	?	i	3.4%
CCOc1cc(S(=O)(=O)NCc2ccccc2)ccc1F	0%	2%	6%	18%	i	?	?	3%	2%	i	-0.3%
CCCC[P+](CCCC)(CCCC)Cc1ccc(NC(=O)[C@@H](Cc2ccc3ccccc3c2)NC(=NC2CCCCC2)NC2CCCCC2)cc1	1%	-2%	-2%	-15%	.	.	.	?	-12%	.	.
CCCc1nc2n[nH]c(N)c2c2c1CCC2	-3%	-10%	7%	5%	?	?	i	5%	-3%	i	1.5%
Cc1cc(C)c2[nH]c(=O)c(C(c3nnnn3C(C)(C)C)N3CCN(C(=O)c4ccco4)CC3)cc2c1 (stereo unspecified)	-2%	-5%	-3%	-11%	i	3.2e-08M*	i	7%	-3%	i	0.2%[57.5 µM]
CCOC(=O)c1nnn(-c2nc(N3CCCC3)nc(N3CCCC3)n2)c1-c1ccccc1	-3%	-3%	6%	9%	i	i	i	-3%	?	i	3.3%
Cc1cccc(CNc2ncncc2-c2ccc(C(=O)N(C)C)cc2)c1	5%[9.22 µM]	0%	10%	-18%	i	i	i	-20%	5%	i	1.0%
CC(C)(C)NC(=O)Nc1ccccc1C(N)=O	-3%	-3%	10%	3%	i	i	i	2%	-1%	i	-1.1%
O=C(NCC(=O)N(CCc1ccccc1)C(C(=O)NC1CCCCC1)c1ccncc1)c1ccco1 (stereo unspecified)	-2%	8%	8%	11%	i	i	i	-2%	-2%	i	1.0%[57.5 µM]
CCOC(=O)n1c(=O)oc2cc(S(=O)(=O)N3CCOCC3)ccc21	0%	-5%	1%	-7%	i	i	i	2%	-2%	i	-3.8%[0.369 µM]
Cc1ccc(S(=O)(=O)NC(C(=O)OCC(=O)NC2CCS(=O)(=O)C2)C(C)C)cc1 (stereo unspecified)	1%	0%	8%	-3%	i	i	i	2%	2%	i	-0.2%
COc1ccc(OC)c(N)c1	0%	1%	4%	1%	?	i	?	-6%	-29%	i	-2.2%
CC(=O)Nc1ccc(S(=O)(=O)NCC2CCC(C(=O)NCCCN3CCCC3=O)CC2)cc1 (stereo unspecified)	0%	0%	-5%	-4%	i	i	i	4%	1%	i	1.8%
COc1ccccc1-c1noc(-c2ccccc2C(=O)N2CCOCC2)n1	-3%	-4%	7%	26%	?	i	i	11%	0%	i	0.2%
O=C(CSc1nc(O)cc(=O)[nH]1)Nc1ccc2c(c1)CCC2	-1%	-5%	20%	-11%	i	?	i	-17%	3%	i	1.6%
Cc1ccc2cc(CN(CCN3CCOCC3)Cc3nnnn3Cc3ccco3)c(=O)[nH]c2c1C	0%	-2%	-8%	3%	i	i	i	-11%	-3%	i	0.0%[57.5 µM]
CCOC(=O)c1[nH]c2ccc(F)cc2c1NC(=O)CCN1CCSCC1	-3%[20.6 µM]	.	.	.	i	i	i	.	.	i	.
COc1ccc(-c2nc3cnc(Nc4ccccc4)nc3n(CCC#N)c2=O)cc1	?	-11%	?	2%	?	?	i	-3%	-2%	i	?
CCn1cc(C(=O)N2CCN(C3CCCCC3)CC2)c2cc(OC)c(OC)cc2c1=O	-1%	0%	4%	7%	i	i	i	4%	1%	i	-0.3%
Fc1cccc(-c2cc3nc4c(c(N5CCOCC5)n3n2)CCCC4)c1	1%	-2%	-2%	25µM*	i	5.3e-08M*	i	-21%	?	i	-0.2%
c1coc(-c2nn3c(-c4ccco4)nnc3s2)c1	-1%	?	4%	-13%	i	i	i	-24%	-4%	i	.
COc1c2c(c3c(c1CCC(=O)O)OC(C)(C)C=C3)OC(C)(C)C=C2	0%[9.22 µM]	-11%[11.4 µM]	1%[9.17 µM]	8%[11.4 µM]	i	i	?	-1%[11.4 µM]	-5%[11 µM]	i	4.4%[9.22 µM]
Cc1c[nH]c2cccc(OCC(O)CNC(C)(C)C)c12 (stereo unspecified)	2%	-3%	-3%	7%	i	i	i	2%	-3%	i	0.0%[57.5 µM]
COc1ccc(-c2noc(CCC(=O)Nc3cc(Cl)c(OC)cc3OC)n2)cc1	-4%	2%	1%	4%	i	i	i	-2%	-4%	i	1.8%

7 structures out of the list, sorted by molecular weight, high to low.
SMILES	Epigenetic mod	Pol III holo inh	UbGFP stabilizer	HADH2 inh	Fluorescein fluor	4-MU autofl	TexasRed autofl	ALOX15 inhib	Hsp90 Hop PPI	Rhodamine autofl	HBB splice mod
CCOC(=O)c1[nH]c2ccc(F)cc2c1NC(=O)CCN1CCSCC1	-3%[20.6 µM]	.	.	.	i	i	i	.	.	i	.
COc1ccccc1-c1noc(-c2ccccc2C(=O)N2CCOCC2)n1	-3%	-4%	7%	26%	?	i	i	11%	0%	i	0.2%
Fc1cccc(-c2cc3nc4c(c(N5CCOCC5)n3n2)CCCC4)c1	1%	-2%	-2%	25µM*	i	5.3e-08M*	i	-21%	?	i	-0.2%
O=C(CSc1nc(O)cc(=O)[nH]1)Nc1ccc2c(c1)CCC2	-1%	-5%	20%	-11%	i	?	i	-17%	3%	i	1.6%
Cc1c[nH]c2cccc(OCC(O)CNC(C)(C)C)c12 (stereo unspecified)	2%	-3%	-3%	7%	i	i	i	2%	-3%	i	0.0%[57.5 µM]
c1coc(-c2nn3c(-c4ccco4)nnc3s2)c1	-1%	?	4%	-13%	i	i	i	-24%	-4%	i	.
COc1ccc(OC)c(N)c1	0%	1%	4%	1%	?	i	?	-6%	-29%	i	-2.2%

Next compounds follow.
SMILES	Epigenetic mod	Pol III holo inh	UbGFP stabilizer	HADH2 inh	Fluorescein fluor	4-MU autofl	TexasRed autofl	ALOX15 inhib	Hsp90 Hop PPI	Rhodamine autofl	HBB splice mod
CCN(CC)S(=O)(=O)c1ccc(OCC(=O)NCc2ccccc2)cc1	0%	-1%	0%	9%	?	i	i	2%	-4%	i	-0.7%
CCOc1c(Br)ccc2c1sc1nc[nH]c(=O)c12	-2%	-4%	-1%	12%	i	i	i	0%	0%	i	-0.8%
COC(=O)c1cccc(-n2nnnc2SCC(=O)Nc2cc(C)on2)c1	-1%	-6%	6%	1%	i	i	i	7%	0%	i	.
O=C(OCC(=O)N1CCN(C(=O)c2ccco2)CC1)c1sc2ccccc2c1Cl	0%	-2%	3%	-1%	i	i	?	-6%	-2%	i	-0.2%[57.5 µM]
CCC(C)NC(=O)CSc1nc2ccccc2c(=O)n1CCCC(=O)NCC1CCCO1 (stereo unspecified)	2%	-1%	-6%	3%	i	i	?	10%	-1%	i	-0.8%
Cc1sc2c(c1C)CN(Cc1ccco1)CN2C(=O)c1ccccc1	0%	-4%	-3%	-2%	i	?	i	-1%	2%	i	-2.7%[0.369 µM]
COCC(=O)Nc1sc2c(c1C(=O)OC)C(C(=O)OC)CC2 (stereo unspecified)	2%	-1%	-4%	4%	?	i	i	-2%	3%	i	0.1%
CC(OC(=O)c1cc2sccc2n1C)C(=O)NCCc1ccccc1 (stereo unspecified)	-1%	0%	-1%	1%	i	i	i	-6%	2%	i	.
Cc1cc2c(c(N3CCOCC3)n1)C(=O)OC2	1%	1%	-5%	-17%	i	1.8e-08M*	i	1%	3%	i	.
